Salmonella PhoP GFP: PhoP-dependent GFP reporter repression – Salmonella Typhimurium, primary screen (AID 1863). S. Typhimurium PhoP-regulated promoter GFP reporter, 4 h; higher % means a stronger effect. inhibition, % at 50 µM; hits with a dose series show IC50 in µM. 0.16% of 300,000 active;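 active means inhibition over 29.93%, a cutoff 3 SD above the screen mean, later confirmed by dose response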;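 further: 0% = low Mg2+ inducing control and 100% = high Mg2+ repressing control; strong numbers were not always called active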
Myeloid diff MLP: myeloid differentiation induction | 1% of 360,000 active | ER-HoxA9 myeloid progenitors, lysozyme-GFP differentiation, flow cytometry | AID 624256 | calls only at 10 µM;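 active means normalized GFP-positive differentiation at or above the plate's own cutoff, the solvent-only control mean plus 3 SD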;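 further: cells exposed to compound for four days before flow analysis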
HIV peptide binding: inhibitors of HIV fusion peptide binding, primary screen, biochemical, uHTS, fluorescence dequenching (AID 1986) | cell-free peptide binding, fluorescence dequenching, 30 min; higher % means a stronger effect | inhibition, % at 20 µM, or IC50 in µM where a hit was titrated | 0.3% of 290,000 active; in the data active means inhibition mostly above about 52%, no sharp cut-off; inactive means mostly below about 76%; further: some results filed as inactive read as strong as hits
SIAH1 antagonists: Siah-1 peptide-binding antagonists, primary screen, biochemical, fluorescence polarization, rhodamine-plectin, uHTS (AID 1817) | Siah-1 / rhodamine-plectin peptide fluorescence polarization; higher % means a stronger effect | one-dose displacement, % at 20 µM; IC50 in µM for titrated hits | 0.02% of 290,000 active;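 active means displacement of at least 50% at 20 µM, with a fluorescence ratio check between 0.3 and a set limit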;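 further: plate controls were Siah plus tracer with DMSO for no effect and tracer alone without Siah for full effect; strong numbers were not always called active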
LYP phosphatase: inhibitors of LYP phosphatase, biochemical, fluorescence intensity, uHTS (AID 1779) | recombinant LYP phosphatase, fluorescence intensity; higher % means a stronger effect | inhibition, % at 11.5 µM, or IC50 in µM where a hit was titrated | 0.054% of 290,000 active; in the data active means inhibition above about 50%;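 further: plate controls were vehicle with enzyme for no effect and no enzyme for full effect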
Rac1 GTP hydrolysis: MgcRacGAP GTPase-activating activity inhibitors, confirmation, biochemical, ADP Hunter fluorescence; MgcRacGAP-stimulated Rac1 GTP hydrolysis, ADP Hunter fluorescence; higher % means a stronger effect; GST-tagged Rac1 F28L mutant substrate; inhibition, % at 30 µM; hits with a dose series show IC50 in µM; 0.6% of 340,000 active;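 active means first-screen hits whose inhibition reached a set limit at any dose in the follow-up dose series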;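 further: fluorescence reports GDP produced by GAP-driven GTP hydrolysis; strong numbers were not always called active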
NTR1 ag: NTR1-driven beta-arrestin-GFP spot formation – imaging, U2OS cells, high content, primary screen (AID 493036); P30989; agonist mode; activation, % at 20 µM; 0.17% of 330,000 active;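 active means activation at or above 40% of the spot to cytoplasm intensity ratio, with at least 20 cells analyzed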;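 further: 0% = DMSO without peptide and 100% = 100 nM NTR1 peptide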
Target sequence (P30989 whole entry, looked up): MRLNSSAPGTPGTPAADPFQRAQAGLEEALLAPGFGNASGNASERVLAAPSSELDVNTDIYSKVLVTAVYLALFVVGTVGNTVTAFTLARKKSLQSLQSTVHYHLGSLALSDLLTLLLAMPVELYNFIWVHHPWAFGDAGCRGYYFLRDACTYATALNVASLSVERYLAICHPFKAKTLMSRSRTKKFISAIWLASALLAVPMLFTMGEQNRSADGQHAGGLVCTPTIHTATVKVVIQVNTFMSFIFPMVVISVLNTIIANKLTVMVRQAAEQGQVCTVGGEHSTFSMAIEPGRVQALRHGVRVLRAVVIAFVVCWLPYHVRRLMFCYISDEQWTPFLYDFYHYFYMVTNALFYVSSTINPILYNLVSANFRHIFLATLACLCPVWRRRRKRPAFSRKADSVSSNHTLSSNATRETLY
GPR55 antagonists: GPR55 antagonists blocking LPI-driven arrestin recruitment, primary screen, imaging, U2OS, beta-arrestin-GFP, LPI agonist (AID 2013); inhibition, % at 10 µM, or IC50 in µM where a hit was titrated; 0.13% of 290,000 active; U2OS GPR55 beta-arrestin-GFP translocation imaging, LPI antagonism; higher % means a stronger effect;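 active means spots per cell inhibited over 60%, with over 100 cells counted and total cytoplasm intensity under 500,000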;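 further: U2OS cells stably carrying GPR55 and arrestin-GFP stimulated by 5 µM LPI near EC80; imaged beta-arrestin-GFP aggregate spots per cell after agonist stimulation; plate controls were LPI-stimulated DMSO wells for no effect and DMSO wells without LPI for full effect; some results filed as inactive read as strong as hits; confirmed hits need IC50 under 10 µM and bright autofluorescent wells are also inconclusive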
GPR35 antagonists: GPR35 antagonists blocking zaprinast-driven arrestin recruitment, primary screen, imaging, U2OS, beta-arrestin-GFP, zaprinast agonist (AID 2058); U2OS GPR35 beta-arrestin-GFP translocation imaging, zaprinast antagonism; higher % means a stronger effect; inhibition, % at 10 µM, or IC50 in µM where a hit was titrated; 0.052% of 290,000 active;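 active means inhibition of at least 50% with at least 30 cells and total cytoplasm GFP at most 10,000,000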
NTR1 ag cell count 20 µM: recorded beside NTR1 ag, whose call it bears; cell count; measured here: cell count, cytotoxicity flag
Myeloid diff MLP GFP+ MAC1+ %: further read-out of Myeloid diff MLP, marked with its call; GFP+ MAC1+ double positive, %; measured here: differentiation confirmed by MAC1 staining
* hit, by the source's call; i = inactive; x = no result given.

Compound	Salmonella PhoP GFP	Myeloid diff MLP	Myeloid diff MLP GFP+ MAC1+ %	HIV peptide binding	SIAH1 antagonists	LYP phosphatase	Rac1 GTP hydrolysis	NTR1 ag	NTR1 ag cell count 20 µM	GPR55 antagonists	GPR35 antagonists
O=C(COc1ccc2c3c(c(=O)oc2c1)CCCC3)NC(Cc1ccc(Cl)cc1)C(=O)O (configuration not stated)	x	i	3.0	4.9%	1%	-11%	5%	15	100	-5%	5%
C/C=C/c1ccc(OCCCN2C(=O)NC(C)(C)C2=O)c(OC)c1	4%	i	6.6	0.2%	-6%	-5%	-3%	0.9	62	4%	-2%
CC12COC3(C(=O)Nc4ccccc4F)CC1CCC32C (configuration not stated)	-2%	i	0.1	2.6%	6%	-4%	4%	0.3	69	-1%	-4%
COc1ccc(-c2csc3ncnc(N4CCN(S(=O)(=O)c5cccc(Br)c5)CC4)c23)cc1	-5%	i	2.4	x	x	x	3%	4.7	51	x	x
O=C(Nc1cccc([N+](=O)[O-])c1)c1cnccn1	9%	i	0.3	5.6%	0%	-4%	3%	-0.1	51	2%	2%
CCCCC(=O)c1c(C)cc(C)[nH]c1=O	-6%	i	1.2	-0.7%	-4%	-1%	10%	-1.2	41	-10%	14%
CC(=O)C(=Cc1cc(C)n(-c2ccccc2)c1C)C(C)=O	6%	i	0.5	2.9%	-8%	-3%	-3%	0.7	79	5%	1%
O=C(CC(C(=O)O)c1c(F)cccc1Cl)c1ccc(Cl)cc1 (configuration not stated)	-4%	i	0.5	1.1%	-5%	-7%	4%	-1.3	92	-12%	-6%
COc1cccc(NC(=O)C2CCCN2S(=O)(=O)c2ccc3c(c2)C(C)(C)C(=O)N3C)c1 (configuration not stated)	x	i	2.5	0.2%	-4%	-8%	16%	-1.8	64	12%	2%
CCCC(=O)N1c2ccc(-c3csc(N)n3)cc2CC1C (configuration not stated)	1%	i	0.2	0.7%	-8%	-6%	7%	-2.6	67	-6%	-6%
CC1CN(C)C(C)c2c1oc1ccc(N)cc21 (configuration not stated)	12%	i	0.4	-1.6%	-4%	-6%	4%	0.9	62	8%	20%
CCOC(=O)c1c(NC(=O)COC(=O)c2c(C)noc2C)sc2c1CCC2	1%	i	0.0	2.6%	-1%	-2%	0%	2.1	88	11%	-1%
CC1CC(C)CN(C(=O)c2ccccc2Nc2ccc(SC(F)F)cc2)C1 (configuration not stated)	4%	i	1.2	2.7%	3%	3%	-5%	2.9	97	14%	-1%
COc1cc(C)ccc1OCCCCN1CC(C)OC(C)C1 (configuration not stated)	-5%	i	0.4	1.7%	0%	-4%	13%	2.1	101	12%	10%
O=C(O)c1cnn2c(C(F)F)cc(C(F)F)nc12	5%	i	2.6	3.9%	5%	-6%	-5%	-0.8	67	8%	-16%
CCOc1cc(C2C(C(=O)OC(C)C)=C(C)NC3=C2C(=O)CCC3)cc([N+](=O)[O-])c1O (configuration not stated)	3%	i	0.1	-2.5%	8%	0%	6%	3.7	47	5%	0%
CCOCc1nnc(NC(=O)c2cc(OC)cc(OC)c2)s1	-3%	i	0.6	0.4%	8%	4%	8%	0.0	34	10%	-7%
N#CC(c1ccc(=O)[nH]n1)c1ccc(Cl)cc1Cl (configuration not stated)	-5%	i	0.4	0.7%	5%	-1%	15%	0.9	67	11%	-3%
CC(C)[C@H](NC(=O)c1ccccc1)C(=O)OCC(=O)NCCC1=CCCCC1	4%	i	1.2	3.9%	-2%	-5%	7%	7.2	62	9%	-12%
COc1ccccc1N(C)C(=O)c1cc(S(=O)(=O)N2CCc3ccccc32)cn1C	x	i	4.9	-0.6%	7%	-7%	11%	2.5	54	-1%	1%

Quoted at random: 3 compounds from above.
Compound	Salmonella PhoP GFP	Myeloid diff MLP	Myeloid diff MLP GFP+ MAC1+ %	HIV peptide binding	SIAH1 antagonists	LYP phosphatase	Rac1 GTP hydrolysis	NTR1 ag	NTR1 ag cell count 20 µM	GPR55 antagonists	GPR35 antagonists
CC(C)[C@H](NC(=O)c1ccccc1)C(=O)OCC(=O)NCCC1=CCCCC1	4%	i	1.2	3.9%	-2%	-5%	7%	7.2	62	9%	-12%
CC1CC(C)CN(C(=O)c2ccccc2Nc2ccc(SC(F)F)cc2)C1 (configuration not stated)	4%	i	1.2	2.7%	3%	3%	-5%	2.9	97	14%	-1%
O=C(Nc1cccc([N+](=O)[O-])c1)c1cnccn1	9%	i	0.3	5.6%	0%	-4%	3%	-0.1	51	2%	2%

(more compounds)
Compound	Salmonella PhoP GFP	Myeloid diff MLP	Myeloid diff MLP GFP+ MAC1+ %	HIV peptide binding	SIAH1 antagonists	LYP phosphatase	Rac1 GTP hydrolysis	NTR1 ag	NTR1 ag cell count 20 µM	GPR55 antagonists	GPR35 antagonists
CCOC(=O)c1cnc2ccc(C)cc2c1NCCN1CCOCC1	-6%	i	0.1	-1.2%	-4%	0%	12%	-0.3	86	9%	-6%
O=C(NCCc1cscn1)C1CCC(=O)N(Cc2ccc(Cl)cc2)C1 (configuration not stated)	-1%	i	1.0	1.2%	-2%	-10%	8%	-0.1	70	12%	-2%
Cc1ccc(C)c(NC(=O)C(C)CC2COCCO2)c1 (configuration not stated)	0%	i	0.7	2.7%	-2%	1%	6%	-1.5	106	-7%	5%
Cc1ncc(CSc2ccc(Cl)cc2)c(CO)c1O	2%	i	0.5	-0.3%	8%	-3%	8%	4.0	59	15%	12%
N#C/C(=C\c1ccccc1C(F)(F)F)C(=O)Nc1ccccc1F	-10%	i	1.0	1.3%	6%	-7%	4%	0.9	41	2%	-5%
CCOc1ccccc1NC(=O)Cn1c(-c2ccc(Cl)cc2)noc1=O	-6%	i	0.4	-1.0%	10%	-2%	5%	-1.4	45	10%	2%
CCC(C(=O)OCC(=O)Nc1c(C)n(C)n(-c2ccccc2)c1=O)c1ccccc1 (configuration not stated)	0%	i	5.9	1.6%	-6%	-8%	-3%	0.2	65	5%	19%
CCCCN(C(=O)c1cc2ccccc2o1)c1c(N)n(CCC)c(=O)[nH]c1=O	4%	i	0.6	-1.3%	6%	-3%	10%	-1.2	85	0%	5%
COc1ccc(OC)c(N/C(C)=C/C(=O)c2ccc(C)o2)c1	4%	i	0.6	-0.2%	2%	1%	3%	0.0	75	4%	15%
CCC(Oc1ccc(C)cc1)C(=O)Nc1ccc(S(=O)(=O)Nc2cc(C)on2)cc1 (configuration not stated)	3%	i	0.7	3.8%	2%	-2%	7%	-1.5	43	13%	-6%
O=C(Cc1cccc2ccccc12)OCn1nnc2ccccc2c1=O	0%	i	3.1	1.4%	5%	4%	0%	-0.4	95	-7%	0%
COc1cc2c(cc1NC(=O)CC1SC(N3CCCC3)=NC1=O)oc1ccccc12 (configuration not stated)	10%	i	1.4	-1.7%	-2%	-7%	8%	0.8	89	-15%	10%
CC(C)c1ccc(NC(=O)CSc2n[nH]c(=O)n2Cc2ccco2)cc1	3%	i	0.7	-1.6%	5%	-4%	x	-0.3	50	-2%	3%
CCNC(C(=O)c1c[nH]c2c(CC)cccc12)c1ccccc1 (configuration not stated)	-2%	i	0.3	-2.2%	-5%	-6%	10%	-1.3	48	0%	-1%
C1CCC(Nc2nc3nonc3nc2N2CCSCC2)C1	-8%	i	0.3	-0.5%	-7%	-7%	5%	-0.4	88	7%	12%
c1ccc(CCNc2nc(-c3ccncc3)nc3ccccc23)cc1	-9%	i	0.3	3.8%	6%	-7%	x	11	69	6%	-6%
CCOc1ccc(C2C(C(=O)c3cccs3)=C(O)C(=O)N2CCN2CCOCC2)cc1 (configuration not stated)	12%	i	0.1	-2.2%	0%	-8%	6%	2.4	114	-6%	-20%
CCCN(CCC)S(=O)(=O)c1ccc(C(=O)NCc2n[nH]c(=S)n2-c2ccc(Cl)c(Cl)c2)cc1	-8%	i	0.6	5.5%	26%	8%	-4%	2.0	80	0%	2%
CCn1nc(C)cc1C(=O)N(C)C1CCCN(Cc2ccccc2F)C1 (configuration not stated)	4%	i	1.0	1.0%	4%	-11%	6%	0.3	47	4%	-4%
O=S(=O)(c1cccc(-c2nnc(SCc3nc4ccccc4s3)o2)c1)N1CCOCC1	-14%	i	1.4	2.5%	-7%	-1%	7%	-3.1	77	6%	0%
c1coc(-c2nc3c4c5c(sc4ncn3n2)CCCC5)c1	-7%	i	0.7	0.4%	0%	-1%	9%	3.3	77	7%	-1%
O=C(Nc1ccc2oc(-c3ccc(Cl)c(Cl)c3)nc2c1)c1ncn[nH]1	29%	i	1.0	-2.2%	14%	-4%	7%	1.1	55	8%	14%
COC(=O)CCC(=O)OC1(C)C(=O)C=C2C=C(C3CC3)N(Cc3ccco3)C=C2C1=O (configuration not stated)	4%	i	3.5	28%	3%	-7%	9%	1.6	53	-2%	1%
Cc1cc(C)nc(NN=C(c2ccccc2)c2ccccc2)n1	-2%	i	0.9	2.7%	2%	-2%	7%	-0.5	81	6%	9%
Cc1nc(SCC(=O)Nc2ccc(C)c(F)c2)c2oc3ccccc3c2n1	-5%	i	1.0	-3.8%	3%	10%	6%	-0.8	47	1%	-8%
Cc1nn(C)c(C)c1/C=C1/SC(=S)NC1=O	27%	i	4.8	-1.5%	-5%	-9%	9%	-1.3	49	2%	-18%
CCc1nnc(NC(=O)Cc2ccc(Br)cc2)s1	-5%	i	0.7	-1.4%	2%	-7%	-10%	0.6	45	2%	-10%
Cc1onc(-c2c(Cl)cccc2Cl)c1C(=O)NC(=S)Nc1sc2c(c1C(N)=O)CCC(C)C2 (configuration not stated)	1%	i	0.6	-0.8%	-1%	-2%	-1%	0.0	49	-4%	19%
CCOP(=O)(OCC)c1nc(-c2ccc(Cl)cc2)oc1NCc1ccccc1	-3%	i	1.4	-0.3%	0%	-7%	-1%	4.3	43	5%	-9%
CCOc1cc(/C=C2\SC(N3CCCCC3)=NC2=O)ccc1O	5%	i	0.5	1.2%	10%	-1%	x	-0.9	84	-7%	10%
O=C(Nc1nnc(-c2ccc(Cl)cc2)o1)C1=COCCO1	8%	i	0.7	2.7%	3%	0%	4%	0.3	49	3%	1%
COc1ccc(/C=C(\C#N)c2n[nH]c(Cn3cncn3)n2)cc1	4%	i	0.3	1.7%	5%	0%	x	0.6	64	10%	-4%
O=c1c2ccc([N+](=O)[O-])cc2ncn1CCOc1ccc(Cl)cc1	-6%	i	1.3	-0.3%	-8%	3%	-6%	3.8	52	12%	-2%
c1ccc(SCCOCCN2CCc3ccccc3C2)cc1	22%	i	1.2	0.3%	3%	-5%	9%	-0.5	78	2%	-8%
CCCCn1c(=O)c2c(O)cc(=O)oc2c2ccccc21	0%	i	0.7	4.1%	-2%	-13%	7%	0.2	70	4%	10%
